Screens: PubChem BioAssay, Dana-Farber Cancer Institute and Novartis Institutes for BioMedical Research (Cambridge, Mass)
USP7 block = blocks human USP7 ubiquitin-rhodamine cleavage | purified USP7, Ub-rhodamine cleavage fluorescence | inhibition, % at 20 µM | actives 0.3% (n = 47,000) | AID 1645854
USP10 block = blocks human USP10 ubiquitin-rhodamine cleavage; actives 1.1% (n = 47,000); inhibition, % at 20 µM; Q14694; purified USP10, Ub-rhodamine fluorescence, 60 min
Target sequence (Q14694 whole entry, looked up): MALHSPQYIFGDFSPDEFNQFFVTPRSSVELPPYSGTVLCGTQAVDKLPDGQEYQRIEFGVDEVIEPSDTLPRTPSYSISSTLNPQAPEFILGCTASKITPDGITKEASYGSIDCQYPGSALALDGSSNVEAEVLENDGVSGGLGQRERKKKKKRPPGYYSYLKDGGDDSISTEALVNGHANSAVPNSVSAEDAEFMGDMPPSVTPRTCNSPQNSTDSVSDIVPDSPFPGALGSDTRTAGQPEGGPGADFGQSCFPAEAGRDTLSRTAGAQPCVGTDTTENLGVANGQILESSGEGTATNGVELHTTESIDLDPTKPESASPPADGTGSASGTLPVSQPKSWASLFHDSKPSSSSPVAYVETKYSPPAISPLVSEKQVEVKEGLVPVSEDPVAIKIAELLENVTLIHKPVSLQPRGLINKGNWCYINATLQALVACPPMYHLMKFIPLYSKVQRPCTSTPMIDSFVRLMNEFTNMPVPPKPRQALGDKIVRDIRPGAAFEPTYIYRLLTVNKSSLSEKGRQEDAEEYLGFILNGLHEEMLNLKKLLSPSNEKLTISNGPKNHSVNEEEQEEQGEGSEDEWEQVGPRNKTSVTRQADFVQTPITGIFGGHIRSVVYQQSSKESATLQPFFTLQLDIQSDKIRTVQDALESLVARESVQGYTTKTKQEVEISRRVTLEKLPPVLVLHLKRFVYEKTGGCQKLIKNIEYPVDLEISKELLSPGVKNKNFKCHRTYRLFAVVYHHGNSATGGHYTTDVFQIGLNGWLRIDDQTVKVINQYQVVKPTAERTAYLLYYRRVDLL
OTUD3 inh = blocks human OTUD3 ubiquitin-rhodamine cleavage; Q5T2D3; purified OTUD3, Ub-rhodamine fluorescence, 2 h; inhibition, % at 25 µM; actives 0.7% (n = 47,000); AID 1645858
USP28 inh = blocks human USP28 ubiquitin-rhodamine cleavage | purified USP28, Ub-rhodamine cleavage fluorescence, 30 min | inhibition, % at 25 µM | actives 3% (n = 47,000) | AID 1645857
USP30 block = human USP30 deubiquitinase inhibition; purified USP30, Ub-rhodamine cleavage fluorescence; inhibition, % at 25 µM; actives 5.3% (n = 47,000); AID 1645860
USP17 block = human USP17-like deubiquitinase inhibition; A8MUK1; purified USP17, Ub-rhodamine cleavage fluorescence, 3 h; inhibition, % at 50 µM; actives 6.5% (n = 47,000); AID 1645855
UCHL1 inh = blocks human UCHL1 ubiquitin-rhodamine cleavage. P09936. purified UCHL1, Ub-rhodamine cleavage fluorescence. inhibition, % at 20 µM. actives 0.2% (n = 47,000). AID 1645859
Target sequence (P09936 whole entry, looked up): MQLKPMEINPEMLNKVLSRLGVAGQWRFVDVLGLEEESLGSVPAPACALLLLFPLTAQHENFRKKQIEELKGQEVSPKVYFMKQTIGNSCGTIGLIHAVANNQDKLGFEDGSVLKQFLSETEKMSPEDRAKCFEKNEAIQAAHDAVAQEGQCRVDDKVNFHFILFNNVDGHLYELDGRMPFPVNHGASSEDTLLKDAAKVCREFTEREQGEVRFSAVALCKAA
USP8 block = human USP8 deubiquitinase inhibition | AID 1645853 | actives 4.2% (n = 47,000) | inhibition, % at 20 µM | purified USP8, Ub-rhodamine cleavage fluorescence, 30 min | P40818
Active calls of the source: *; i = inactive; . = not tested or not shown. Cut-off read from the data, not from the text of the source: active = inhibition above about 30%; inactive = the rest.

Short keys – A = USP7 block; B = USP10 block; C = OTUD3 inh; D = USP28 inh; E = USP30 block; F = USP17 block; G = UCHL1 inh; H = USP8 block
#1 COc1ccc(N2CCN(C(=O)C(C)N3Cc4ccccc4C3=O)CC2)cc1 (stereo not given)
  A: 5; B: -1; C: 1; D: -1; E: -1; F: -1; G: 1; H: -4
#2 COc1ccccc1C(=O)N1CC(C(=O)NC2CCCCC2)C2(CCOCC2)C1 (stereo not given)
  A: -1; B: 1; C: -6; D: -5; E: 5; F: -9; G: -2; H: 2
#3 O=C1[C@H]2Cc3c([nH]c4ccccc34)C(c3ccc(Cl)cc3)N2C(=O)CN1C1CCCC1 (stereo not given in full)
  A: -14; B: -6; C: -47; D: -46; E: -210; F: -52; G: -12; H: -29
#4 O=C(COC(=O)C1C2CCC(C2)C1C(=O)c1ccccc1)c1ccc(Cl)cc1 (stereo not given)
  A: 7; B: 11; C: 25; D: 10; E: 26; F: 21; G: 6; H: 10
#5 Cc1ccccc1-c1noc2ncnc(NCCN3CCC(C)CC3)c12
  A: -7; B: 0; C: 5; D: 9; E: -2; F: 0; G: 4; H: -163
#6 COc1cccc(C(=O)N2CCC(c3ncncc3-c3ccnc(N)c3)C2)c1 (stereo not given)
  A: -6; B: -10; C: -10; D: -15; E: -69; F: -26; G: -4; H: -5
#7 Cc1cccc(Nc2cncc(C3CCCN(C(=O)c4cccnc4)C3)n2)n1 (stereo not given)
  A: 1; B: 0; C: 5; D: 5; E: 7; F: 5; G: 1; H: 6
#8 CC(Oc1nncc2ccccc12)C(=O)Nc1ccc(S(=O)(=O)N2CCCC2)cc1 (stereo not given)
  A: 2; B: 1; C: -7; D: -2; E: -6; F: -7; G: -1; H: -3
#9 CCc1cc(N2CCN(C(=O)CCC3CCCC3)CC2)nc2nncn12
  A: 3; B: -3; C: -4; D: -7; E: -25; F: -2; G: -1; H: 0
#10 CC(=O)N1CCc2cc(S(=O)(=O)NC(C(=O)NCCc3ccc(S(N)(=O)=O)cc3)C(C)C)ccc21 (stereo not given)
  A: 3; B: 1; C: 3; D: -5; E: 0; F: 9; G: -1; H: 10
#11 Cc1ccc(C(=O)Nc2nnc3n2CCCS3)cc1
  A: 1; B: 0; C: -6; D: 32*; E: -4; F: -16; G: -4; H: 4
#12 CC(C)n1ncc2cc(NC(=O)c3ccccc3C(=O)c3ccccc3)cnc21
  A: -2; B: -3; C: 0; D: 0; E: 15; F: 16; G: 0; H: 1
#13 COCCN1Cc2cccc(C(=O)N3CCN(c4ccccc4)CC3)c2C1=O
  A: 2; B: 0; C: 7; D: 17; E: 3; F: -2; G: 2; H: 13
#14 CC(=O)NCC(=O)N1Cc2ccccc2CC2(CCN(Cc3ccccc3)C2)C1 (stereo not given)
  A: 5; B: -1; C: 3; D: 1; E: 7; F: 2; G: 3; H: -12
#15 C=C1CCC[C@]2(C)C[C@H]3OC(=O)C(CN4CCCCC4C)[C@H]3CC12 (stereo not given in full)
  A: -2; B: -1; C: 0; D: -9; E: 43*; F: 0; G: -3; H: -14
#16 CS(=O)(=O)N1CCN(c2ccc(-c3ccccc3)nn2)CC1
  A: 0; B: 3; C: 1; D: 1; E: 6; F: 2; G: -1; H: 5
#17 CCn1c(=O)c2nscc2n(CC(=O)Nc2ccc(C)cc2Cl)c1=O
  A: 1; B: -3; C: -1; D: .; E: .; F: 5; G: 7; H: -4
#18 CCOc1ccc(-n2c(=O)cc(N3CCN(C(=O)c4ccco4)CC3)[nH]c2=O)cc1
  A: -4; B: -3; C: 18; D: 4; E: 18; F: 5; G: 0; H: 3
#19 Cc1ccccc1Cn1c(=O)n(Cc2ccco2)c(=O)c2ccccc21
  A: 7; B: 2; C: 28; D: 15; E: 26; F: 28; G: 2; H: 19
#20 Cc1ccc(Cl)cc1NC(=O)NCCCN1CCN(C)CC1
  A: -3; B: 1; C: -2; D: 2; E: 10; F: 3; G: -3; H: 3

Part of the list above in order of length of the SMILES, falling.
Short keys – A = USP7 block; B = USP10 block; C = OTUD3 inh; D = USP28 inh; E = USP30 block; F = USP17 block; G = UCHL1 inh; H = USP8 block
#4 O=C(COC(=O)C1C2CCC(C2)C1C(=O)c1ccccc1)c1ccc(Cl)cc1 (stereo not given)
  A: 7; B: 11; C: 25; D: 10; E: 26; F: 21; G: 6; H: 10
#14 CC(=O)NCC(=O)N1Cc2ccccc2CC2(CCN(Cc3ccccc3)C2)C1 (stereo not given)
  A: 5; B: -1; C: 3; D: 1; E: 7; F: 2; G: 3; H: -12
#6 COc1cccc(C(=O)N2CCC(c3ncncc3-c3ccnc(N)c3)C2)c1 (stereo not given)
  A: -6; B: -10; C: -10; D: -15; E: -69; F: -26; G: -4; H: -5

5 records picked at random from the list so far, as already listed:
Short keys – A = USP7 block; B = USP10 block; C = OTUD3 inh; D = USP28 inh; E = USP30 block; F = USP17 block; G = UCHL1 inh; H = USP8 block
#11 Cc1ccc(C(=O)Nc2nnc3n2CCCS3)cc1
  A: 1; B: 0; C: -6; D: 32*; E: -4; F: -16; G: -4; H: 4
#16 CS(=O)(=O)N1CCN(c2ccc(-c3ccccc3)nn2)CC1
  A: 0; B: 3; C: 1; D: 1; E: 6; F: 2; G: -1; H: 5
#13 COCCN1Cc2cccc(C(=O)N3CCN(c4ccccc4)CC3)c2C1=O
  A: 2; B: 0; C: 7; D: 17; E: 3; F: -2; G: 2; H: 13
#15 C=C1CCC[C@]2(C)C[C@H]3OC(=O)C(CN4CCCCC4C)[C@H]3CC12 (stereo not given in full)
  A: -2; B: -1; C: 0; D: -9; E: 43*; F: 0; G: -3; H: -14
#18 CCOc1ccc(-n2c(=O)cc(N3CCN(C(=O)c4ccco4)CC3)[nH]c2=O)cc1
  A: -4; B: -3; C: 18; D: 4; E: 18; F: 5; G: 0; H: 3

Next entries follow:
Short keys – A = USP7 block; B = USP10 block; C = OTUD3 inh; D = USP28 inh; E = USP30 block; F = USP17 block; G = UCHL1 inh; H = USP8 block
#21 Cc1nc(C)n(CC2CN(CCC(=O)N3CCCCC3)CCO2)n1 (stereo not given)
  A: -4; B: 2; C: 1; D: -10; E: 0; F: 8; G: -5; H: -3
#22 CN(C)c1ccc(/C=C2/CCCC3C2=NN(C(=O)c2cccs2)C3c2ccc(N(C)C)cc2)cc1 (stereo not given)
  A: -14; B: -4; C: -4; D: -12; E: -10; F: -1; G: -13; H: 1
#23 O=C(NCCc1ccccc1)c1cc2c(s1)CS(=O)(=O)C2
  A: -14; B: 0; C: -1; D: 3; E: -22; F: 7; G: -3; H: 3
#24 CNC(=O)C1CN(C(=O)Nc2cccc(C)c2)CC12CCCC2 (stereo not given)
  A: -1; B: 0; C: -3; D: -1; E: 1; F: -4; G: -4; H: -10
#25 COc1ccc(CN2C(=O)Cc3c(C)nc(C4CCNCC4)nc32)cc1
  A: -1; B: -3; C: -4; D: -11; E: -4; F: -14; G: -2; H: 1
#26 Cc1nn(-c2ccccc2)nc1C(=O)Nc1ccc(N(C)C)nc1
  A: -22; B: -10; C: -173; D: -220; E: i; F: -189; G: -35; H: -94
#27 COc1ccc2c(c1)CC(C(=O)Nc1ccc(F)cc1F)CO2 (stereo not given)
  A: 0; B: 4; C: 3; D: 3; E: 7; F: 7; G: -1; H: 21
#28 COc1cc2[nH]c(=O)n(CCCCCC(=O)N3CCN(c4ccccc4)CC3)c(=O)c2cc1OC
  A: 0; B: -2; C: 11; D: -2; E: 10; F: -5; G: 2; H: -1
#29 Cc1ccc(C2(CN3CCC(NC(=O)c4cn(C)nc4C)CC3)CC2)cc1
  A: -2; B: -5; C: -13; D: -7; E: -75; F: -9; G: -3; H: 1
#30 COc1ccc(CC(=O)NC2CC(=O)N(c3ccc(F)cc3)C2)cc1OC (stereo not given)
  A: -1; B: -5; C: -4; D: -5; E: -7; F: -17; G: 1; H: -87
#31 CCn1c(=O)c(C(=O)N2CCN(c3cccc(C)c3)CC2)nc2cccnc21
  A: -3; B: -3; C: -7; D: -6; E: -31; F: -22; G: -2; H: -45
#32 C/C=C\C(=O)O[C@@H]1C[C@H]2O[C@@H]3C=C(C)[C@@H]4O[C@@H]4[C@]3(C)[C@]1(C)[C@]21CO1
  A: -3; B: -3; C: -7; D: -17; E: -43; F: -16; G: -5; H: -11
#33 CCOC(=O)c1sc2nccnc2c1N
  A: -35; B: 4; C: 2; D: .; E: .; F: 7; G: 3; H: 2
#34 CCOc1ccc(C(=O)N2CCN(c3oc(-c4ccco4)nc3C#N)CC2)cc1
  A: -15; B: -3; C: -17; D: -28; E: -75; F: -15; G: -4; H: -11
#35 Cc1ccc(N2CCN(S(=O)(=O)c3cc(-c4nnc(C)o4)co3)CC2)cc1
  A: 5; B: -3; C: 9; D: -3; E: 1; F: 1; G: 0; H: 8
#36 N#Cc1c(Nc2ccc([N+](=O)[O-])cc2)s[nH]c1=O
  A: 5; B: 3; C: 22; D: 11; E: 10; F: 1; G: 4; H: -50
#37 CCn1c(=O)c(N2CCC(C(=O)NC(C)c3ccccc3)CC2)nc2cccnc21 (stereo not given)
  A: -2; B: 0; C: 4; D: -2; E: 1; F: -6; G: -3; H: -12
#38 COc1cccc(NC(=O)Cn2c(C(F)(F)F)nc3ccccc32)c1
  A: -2; B: 2; C: 1; D: .; E: .; F: -9; G: -2; H: 0
#39 COCCCNc1ncc(-c2cc(C)no2)c(-c2ccco2)n1
  A: 2; B: -1; C: 5; D: 0; E: -1; F: -1; G: 0; H: 0
#40 O=C(COc1cccc(-n2cnnn2)c1)Nc1cccc(F)c1
  A: 2; B: -1; C: -6; D: -4; E: -3; F: -6; G: 0; H: -23
#41 C/C=C/C=C/C(O)=C1/C(=O)[C@@]2(C)C(=O)[C@@](C)(O)[C@@H]1[C@H]1[C@]2(C(=O)CC/C=C/C)C(=O)C(C)=C(O)[C@@]1(C)O
  A: -8; B: -7; C: -33; D: -28; E: -136; F: -85; G: -13; H: -76
#42 Cc1cc(C)cc(NC(=O)N2CCSc3ccccc32)c1
  A: 5; B: 7; C: 8; D: 10; E: 13; F: 10; G: 0; H: 6
#43 Cc1nc(C2CCN(C(=O)c3ccccc3)CC2)nc2c1CCC(=O)N2Cc1ccccn1
  A: -2; B: -1; C: -3; D: 2; E: -57; F: 4; G: -1; H: -2
#44 COCCNC(=O)[C@H](Cc1ccccc1)NC(=O)N1CCn2c1nc1ccccc12
  A: -9; B: 0; C: 14; D: 12; E: 19; F: 1; G: 0; H: 7
#45 CC(C)CN1CC2(CCN(C(=O)NCc3ccccc3)CC2)C2(CCN(C)C2=O)C1 (stereo not given)
  A: 0; B: -1; C: -7; D: -8; E: -6; F: -25; G: -4; H: -61
#46 COc1ccc(-c2noc(N3CCCC(C(=O)N(C)c4ccc(OC)cc4OC)C3)n2)cc1 (stereo not given)
  A: -15; B: 5; C: 4; D: 0; E: 11; F: 17; G: 5; H: -1
#47 O=C1CN(C(=O)COC(=O)c2ccc(Cl)cc2)c2ccccc2N1
  A: -2; B: -4; C: -20; D: 3; E: -50; F: 0; G: -3; H: -12
#48 CC(NC(=O)c1ccncc1)c1nc2ccccc2[nH]1 (stereo not given)
  A: 0; B: -1; C: -7; D: -8; E: -22; F: -4; G: -4; H: -6
#49 Cn1cccc1-c1cc2n(n1)CCCN2C(=O)CCC(=O)NC1CCCC1
  A: -10; B: -10; C: -69; D: -68; E: -278; F: -84; G: -7; H: -148
#50 Nc1nccnc1CC1CCCN(C(=O)c2cccc3ncccc23)C1 (stereo not given)
  A: 3; B: -4; C: 3; D: 2; E: 0; F: 6; G: 0; H: 0
#51 Cc1nnc(NC(=O)C(=O)c2cc(C)n(-c3ccc(Cl)cc3)c2C)s1
  A: 6; B: 2; C: 7; D: 25; E: -42; F: 43*; G: 5; H: 41*
#52 CC(C)/C=c1/c(=O)[nH]/c(=C\c2ccccc2)c(=O)n1C
  A: -4; B: 0; C: 0; D: 8; E: 14; F: 8; G: 0; H: 2

No enrichment for hits; any-hit rate near 13%.
